Bioassay records deposited in PubChem BioAssay by several laboratories.
MITF act: increases MITF-driven TRPM1 promoter luciferase signal. SK-MEL-5 TRPM1-promoter luciferase, 24 h; % of positive control, neutral wells = 0. AID 588334. activation, % at 12.5 µM. hit rate 0.75% among 300,000;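 active = mean activation of at least 80% with every replicate also reaching 80%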;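 also: 0% = neutral control wells and 100% = parthenolide positive control wells; values of inactives mirror those of a sister screen read the other way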
Rtt109 Vps75: inhibitors of Candida albicans Rtt109/Vps75 histone acetyltransferase; Q5AAJ8; purified Rtt109/Vps75, ThioGlo CoA-SH fluorescence, 4 h; inhibition, % at 34.9 µM; hit rate 0.16% among 330,000;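 active = inhibition of at least 50% in every replicate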
PvdQ acylase: P. aeruginosa PvdQ acylase inhibition; hit rate 0.063% among 340,000; inhibition, % at 10 µM; purified PvdQ acylase, fluorescence plate reader; in the data active = inhibition above about 30%, passing the limit was not always enough;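 also: 0% = vehicle neutral wells and 100% = reference inhibitor wells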
CDK5 inh: inhibitors of human CDK5/p35 kinase. Recombinant CDK5/p35, ADP-Glo luminescence, 60 min. inhibition, % at 10 µM. hit rate 0.01% among 330,000;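 active = highest replicate inhibition of at least 50% and at least 75% of replicates reaching 50%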;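 also: plate controls were DMSO neutral control for no effect and GW8510 at 10 µM for full effect; many of its hits are not listed in these tables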
Target sequence (Q00535 whole entry, looked up): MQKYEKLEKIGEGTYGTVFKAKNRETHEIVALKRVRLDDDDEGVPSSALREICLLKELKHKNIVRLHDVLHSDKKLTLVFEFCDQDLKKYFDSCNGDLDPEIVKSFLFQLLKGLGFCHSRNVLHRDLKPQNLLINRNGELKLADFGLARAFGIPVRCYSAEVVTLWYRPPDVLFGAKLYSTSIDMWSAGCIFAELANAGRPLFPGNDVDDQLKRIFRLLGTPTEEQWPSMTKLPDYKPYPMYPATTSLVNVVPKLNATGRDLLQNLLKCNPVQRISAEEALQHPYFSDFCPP
Target sequence (Q15078 whole entry, looked up): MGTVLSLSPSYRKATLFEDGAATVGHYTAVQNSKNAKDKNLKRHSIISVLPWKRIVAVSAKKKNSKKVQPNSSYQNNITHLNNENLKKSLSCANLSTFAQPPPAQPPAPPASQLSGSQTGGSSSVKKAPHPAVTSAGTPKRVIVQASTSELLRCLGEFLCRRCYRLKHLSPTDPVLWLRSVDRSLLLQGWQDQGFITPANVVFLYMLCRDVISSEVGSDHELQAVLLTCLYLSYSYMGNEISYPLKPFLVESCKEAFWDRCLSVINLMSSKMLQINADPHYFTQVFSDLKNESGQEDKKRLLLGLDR
cardiac RTF act: cardiac RTF calcium sensitization. P19429+P45379. IANBD-labeled TnC RTF fluorescence at EC20 calcium; 0% EC20 calcium, 100% full calcium. activation, % at 7.2 µM. hit rate 0.24% among 340,000;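 active = activation above the mean over all tested compounds plus 3 SD, cut at about 30% in these data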;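 also: rise in fluorescence read as greater calcium sensitivity of cardiac thin filaments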
dFosB act: enhances mouse delta FosB homodimer DNA binding; P13346; purified delta FosB, TAMRA-CDK5 oligo fluorescence polarization; percent of positive-control signal above neutral wells; activation, % at 25 µM; hit rate 0.99% among 340,000;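 active = mean activation above about 17%, with every replicate also reaching it, limit read from the data, passing the limit was not always enough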;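 also: fluorescence polarization rise as delta FosB binds a TAMRA Cdk5 AP-1 oligo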
Target sequence (P13346 whole entry, looked up): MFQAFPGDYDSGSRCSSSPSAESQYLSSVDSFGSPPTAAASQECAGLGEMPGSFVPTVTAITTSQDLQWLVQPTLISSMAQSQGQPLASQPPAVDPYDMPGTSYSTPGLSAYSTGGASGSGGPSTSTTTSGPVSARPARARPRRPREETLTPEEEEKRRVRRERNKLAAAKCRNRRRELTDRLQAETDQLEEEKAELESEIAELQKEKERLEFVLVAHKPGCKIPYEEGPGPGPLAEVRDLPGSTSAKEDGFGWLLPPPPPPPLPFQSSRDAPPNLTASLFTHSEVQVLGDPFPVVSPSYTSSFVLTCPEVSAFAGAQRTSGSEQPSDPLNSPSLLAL
SR-BI DiI-HDL act: activators of SR-BI mediated HDL lipid uptake. activation, % at 12.5 µM. CHO ldlA[mSR-BI] cells, DiI-HDL uptake fluorescence, 3 h; 100 = double the neutral-control signal. hit rate 0.096% among 320,000;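 active = mean replicate activation of at least 60% and every replicate at or above 60%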;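 also: 0% = median plate neutral-control signal and 100% = twice that signal; values of inactives mirror those of a sister screen read the other way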
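Assay system: CHO ldlA[mSR-BI] cells, LDL receptor-null, SR-BI overexpressing; medium: Ham's F12 with 0.5% BSA, HEPES 25 mM, pH 7.4; also added: DiI-HDL 10 µg/mL; timing: 3 h uptake period with compound, 37 °C; signal: DiI fluorescence, bottom read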
Wnt act: Wnt/beta-catenin pathway activation; Wnt/beta-catenin reporter cell assay, activator, plate reader; activation, % at 9.35 µM; hit rate 1.2% among 300,000; AID 743398; in the data active = activation above about 30%, passing the limit was not always enough;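 also: 0% = neutral control wells and 100% = positive control wells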
HTR5A ag ctr: counter-screen for OPRM1-OPRD1 agonists: human HTR5A agonism | activation, % at 9.3 µM | HTR5A agonist assay, luminescence, cell-based | P47898 | hit rate 0.61% among 340,000 | AID 504692; in the data active = activation mostly above about 9.5%, no sharp cut-off; inactive = mostly below about 7.6%;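 also: 0% = cells with vehicle only and 100% = reference agonist; strong numbers were not always called active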
SR-BI HDL uptake: mouse SR-BI HDL lipid transfer inhibition; hit rate 0.96% among 320,000; Q61009; inhibition, % at 12.5 µM; ldlA[mSR-BI] CHO cells, DiI-HDL uptake fluorescence, 3 h;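 active = mean replicate inhibition of at least 70% and a set share of replicates each scoring 70 or more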;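 also: 0% = median of neutral control wells and 100% = median of positive control wells; values of inactives mirror those of a sister screen read the other way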
The depositor's hits bear a star; . = no result given.

SMILES	MITF act	Rtt109 Vps75	PvdQ acylase	CDK5 inh	cardiac RTF act	dFosB act	SR-BI DiI-HDL act	Wnt act	HTR5A ag ctr	SR-BI HDL uptake
O=C(Nc1ccc2oc(=O)ccc2c1)c1cc([N+](=O)[O-])ccc1N1CCOCC1	-4	-1	-13	-2.3	1	-3	.	1	3	.
O=C(NN1CCOCC1)c1cc(-c2ccncc2)nc2ccccc12	1	-11	-14	-1.1	-2	-2	15	-2	-5	-15
O=C(Nc1ccccc1Cl)NC1(C(=O)NCc2ccncc2)CCCCC1	5	9	8	5.4	-5	5	6	-3	-3	-6
O=C(CN(Cc1ccco1)C(=O)Cn1nnc(-c2ccc(F)cc2)n1)NC1CCCC1	-7	0	-10	-2.4	-1	0	-18	.	2	18
COc1ccc(NC(=O)CC2(Cc3ccccc3)CCOC(C)(C)C2)cc1 (configuration not stated)	4	9	-3	-1.5	-1	-7	-15	-6	1	15
COc1ccc(C2=NCCc3cc(OC)c(OC)cc32)cc1OC	-7	1	-12	-1.1	-1	3	19	-3	-1	-19
Cc1oc(C(=O)O)cc1COc1ccc2c(C)cc(=O)oc2c1	.	-24	-10	0.1	8	-2	-11	2	1	11
COC(=O)CC1=C(C(=O)OC)C(c2ccncc2)C(C#N)=C(N)O1 (configuration not stated)	-6	-3	-16	0.1	2	-3	10	.	-8	-10
Cc1cccc(N2CC(C(=O)Nc3ccc(S(=O)(=O)NCC4CCCO4)cc3)CC2=O)c1C (configuration not stated)	-1	4	-7	0.2	-4	-6	.	-3	3	.
CCc1ccccc1NC(=O)CN1CCN(C(=O)CCC(=O)N2CCC(c3ccccc3)=N2)CC1	6	-5	4	0.3	0	-10	-48	-3	-2	48
COc1ccc(C(=O)Nc2ccc3oc(-c4cccc(F)c4)nc3c2)cc1OC	4	6	11	-0.8	-5	-13	8	0	0	-8
CC(OC(=O)CCC(=O)c1ccccc1)C(=O)Nc1ccc(F)cc1 (configuration not stated)	2	-6	-12	-1.8	5	-2	18	1	6	-18
Cc1cc(C(=O)NCc2cccs2)cs1	22	1	-4	1.0	-1	6	32	4	1	-32
O=C(CNC(=O)[C@@H]1Cc2ccccc2CN1)NC1CCCC1	12	-9	-9	0.8	-3	2	24	2	7	-24
CCC(C)NC(=O)C1CCN(C(=O)N(C)C)CC1 (configuration not stated)	0	2	2	10.0	7	-4	40	-2	9	-40
CCN(CC)Cc1c(C(=O)N/N=C/c2c(Cl)cccc2Cl)nnn1-c1nonc1N	5	7	-15	2.5	-4	-6	5	-3	2	-5
CCOc1ccc(/C=C(\C#N)C(=O)NC2CC2)c(OCC)c1	-1	-8	-11	0.3	8	-16	-5	0	6	5
COc1cc(C(=O)NNC(=O)c2ccc(NC(C)=O)cc2)cc(OC)c1OC	2	2	-5	0.5	.	2	-4	1	.	4
NNC(=O)c1[nH]c2ccc(Cl)cc2c1-c1ccccc1	-4	-1	-2	0.1	-1	3	-48	-1	1	48
CC(C)[C@H](NC(=O)c1ccccc1)C(=O)Nc1ccc2c(c1)OCO2	16	4	0	0.7	-1	-9	-2	2	3	2
Cc1ccc(Oc2c(C(N)=O)cc([N+](=O)[O-])cc2[N+](=O)[O-])cc1	-91	2	4	-0.9	2	3	-12	1	-3	12
NNC(=O)CSCc1nc(-c2ccccc2)cs1	.	1	-11	-0.5	1	0	-5	-1	-4	5
CC=CC1OCC(CC)C(CCC)O1 (configuration not stated)	-2	5	8	0.0	-4	1	15	-3	-1	-15
O=C(C1CCCO1)N1CCN(C(=S)Nc2ccccc2)CC1 (configuration not stated)	-7	-4	-3	-0.9	4	7	-21	.	1	21
Cc1ccc(C)c2c1c1ccccc1n2C	-10	2	-8	0.4	4	-9	-1	-1	-2	1
O=C(O)CC(NCc1ccco1)C(=O)Nc1cccc(O)c1 (configuration not stated)	2	1	-15	-3.1	0	4	-15	4	1	15
O=C(Cc1cccs1)NC(Cc1c[nH]c2ccccc12)C(=O)O (configuration not stated)	1	-8	-6	-0.2	-5	2	.	0	-7	.
COCCN(CCNC(=O)c1ccc(NC2=NC3CS(=O)(=O)CC3S2)cc1)Cc1ccco1 (configuration not stated)	.	0	5	0.5	-1	-2	17	-4	-2	-17
COc1ccc(S(=O)(=O)N2CCOCC2)cc1NC(=O)CC(C)c1ccccc1 (configuration not stated)	-12	1	-11	-0.2	5	-9	-39	0	-4	39
CCOC(=O)c1c(C)oc2c1c(C=NCc1ccccn1)c(O)c1ccccc12	-32	4	7	.	13	-5	-2	7	3	2
CSc1cccc(N2C(=O)C3CCCN3C2=S)c1 (configuration not stated)	-5	-5	-12	0.2	0	-3	14	-2	1	-14
CCOc1ccc(NC(=O)CSc2nnc(-c3ccco3)n2C)cc1	-1	-1	-16	-0.2	-1	-10	17	.	-8	-17
O=C(N/N=C/c1ccco1)c1cc(C2CC2)[nH]n1	.	4	-19	-3.6	7	-1	12	25	0	-12
O=C(Nc1ccnn1C1CCN(C(=O)Cc2cccc(Cl)c2)CC1)C1CC1	-5	2	2	1.0	-3	1	-5	1	2	5
COc1ccc2nc(NC(=O)Nc3cccc4ccccc34)sc2c1	79	-4	0	-1.1	9	57*	-46	7	3	46
COCCSc1nc2c(c(=O)[nH]c(=O)n2C)n1Cc1cccc(C)c1	5	6	-6	-0.3	-7	0	-22	-4	2	22
COCCCNC(=O)/C(C#N)=C/c1c(N2CCN(c3ccccc3)CC2)nc2ccccn2c1=O	39	-8	-17	1.8	3	-12	30	1	-2	-30
CCOC(=O)C1CCCN(C(=O)CNC(=O)c2nn(-c3ccc(OC)c(Cl)c3)c(=O)c3ccccc23)C1 (configuration not stated)	8	12	-5	-1.3	-2	-31	.	-2	5	.
Cc1ccc(CN2CCC(CNC(=O)c3ccc(NC(=O)C4=CSCCO4)cc3)CC2)cc1	32	2	-8	-2.4	8	-4	5	1	3	-5
CC(OC(=O)c1cc2ccccc2o1)C(=O)Nc1ccc(N2CCOCC2)cc1 (configuration not stated)	7	8	8	0.5	-1	-1	-21	4	-1	21
Cn1c(CC(=O)NNC(=O)c2ccccc2[N+](=O)[O-])nc2ccccc21	-8	0	2	-0.3	-2	-4	9	-6	6	-9
O=C(COC(=O)c1cccnc1Cl)Nc1cc(S(=O)(=O)N2CCOCC2)ccc1Cl	1	-1	2	-0.4	-6	-1	-11	16	-5	11
COc1ccccc1C(=O)NC(CCSC)C(=O)NCCCn1nc(C)cc1C (configuration not stated)	-1	2	-9	-0.7	10	-13	-6	-3	-1	6
Cc1c(S(=O)(=O)Nc2ccc3c(c2)OCCO3)cnn1C	1	24	-2	1.3	-8	-1	3	0	0	-3
Cc1cc(-n2c(C)cc(C(=O)CN3C(=O)NC4(CCCCC4C)C3=O)c2C)no1 (configuration not stated)	-8	8	-9	-0.5	2	-9	-20	.	-7	20
Cc1ccc(COc2ccc(Br)cc2/C=N/O)cc1	56	0	-4	-2.7	-6	-2	-2	.	1	2
CCCN1C(=O)/C(=C/c2ccc(C)s2)NC1=S	4	4	7	0.1	3	-5	0	.	3	0
Cc1cccc(-n2nnnc2SCn2nnc3ccccc3c2=O)c1	20	4	-9	-0.9	3	-4	13	8	-4	-13

Next section (two carried over from the part before).
SMILES	MITF act	Rtt109 Vps75	PvdQ acylase	CDK5 inh	cardiac RTF act	dFosB act	SR-BI DiI-HDL act	Wnt act	HTR5A ag ctr	SR-BI HDL uptake
CCCN1C(=O)/C(=C/c2ccc(C)s2)NC1=S	4	4	7	0.1	3	-5	0	.	3	0
Cc1cccc(-n2nnnc2SCn2nnc3ccccc3c2=O)c1	20	4	-9	-0.9	3	-4	13	8	-4	-13
CCOC(=O)c1c(C)n(-c2ccc(OC)cc2)c2ccc(O)c(CN(C)C)c12	-11	-2	-7	-1.0	3	-7	-15	2	0	15
Cc1ccc(OCC(=O)Nc2ccc3c(c2)C(=O)N(CCC(=O)O)C3=O)cc1	-6	5	-11	0.9	-2	-8	22	-1	1	-22
COc1cc2c(c(OC)c1)C(c1cccc(OC)c1OC)CC(=O)N2 (configuration not stated)	.	-2	-8	0.5	-2	-3	-8	0	1	7
CCOC(=O)C(=O)C1=CN(Cc2ccccc2)C=C(C#N)C1	-8	-2	-8	-4.3	1	-10	.	2	-3	.
COc1ccc(CCc2nnc(CCC(=O)NCc3cnn(-c4ccccc4C)c3)o2)cc1	6	-1	3	-2.1	-6	-5	-10	8	2	10
CC(C)(C)c1ccc(S(=O)(=O)N2CCN(CCC#N)CC2)cc1	.	-4	-13	-2.6	9	-8	6	-3	-4	-6
CCC1([N+](=O)[O-])COC(c2ccc(C)cc2)OC1 (configuration not stated)	2	-3	-4	-0.4	0	5	13	-3	3	-13
CCOc1ccc(Cl)cc1/C=C1/C(=O)ON=C1C	-1	-2	2	1.0	-5	-3	15	-2	1	-15
CCN(CC)CCNC(=O)c1cn(CC)c2ccc(S(=O)(=O)N(C)C3CCCCC3)cc2c1=O	28	11	1	0.4	-5	1	9	-1	-4	-9
C=CCN1C(=O)CSc2ccc(C(=O)NC3CCCCC3)cc21	4	-2	1	0.0	-8	-6	-41	0	-2	41
COc1ccccc1/C=N/NS(=O)(=O)c1ccccc1	-1	3	-21	-0.5	-1	0	21	2	1	-21
CCOC(=O)Cc1csc(NC(=O)C(C)c2ccc([N+](=O)[O-])cc2)n1 (configuration not stated)	-16	.	7	3.3	0	-10	2	1	-1	-2
Clc1ccc(CSc2nc3ccncc3[nH]2)cc1	17	1	-12	-0.4	-1	0	10	37*	2	-10
CCCCn1c(N)c(N(CCOC)C(=O)CCS(=O)(=O)c2ccc(Cl)cc2)c(=O)[nH]c1=O	-17	42	6	-0.6	-2	-10	13	-4	5	-13
COc1ccc(OC2CCN(S(=O)(=O)c3ccc(OC)cc3)CC2)cc1	-12	1	-6	1.3	1	-3	10	1	-2	-10
CN(C)Cc1c(C(=O)N/N=C/c2ccco2)nnn1-c1nonc1N	-7	-3	-5	-0.9	-1	-2	6	-1	2	-6
O=C(N/C(=N\O)c1ccccc1)Nc1ccc(Cl)cc1	38	-6	-9	0.5	-2	-10	4	.	4	-4
COc1ccc(CC(=O)Oc2ccc(C)cc2Br)cc1S(=O)(=O)N1CCOCC1	-6	3	3	-2.0	-4	-13	-9	1	4	9
O=C(CNC(=O)c1nc[nH]c1C(=O)N1CCc2ccccc2C1)OCc1ccccc1	2	6	5	3.2	0	1	-24	-3	14	24
CCCCn1c(N)c(N(CCOC)C(=O)c2ccc3c(c2)C(=O)N(c2ccccc2C)C3=O)c(=O)[nH]c1=O	-7	5	-4	0.5	-3	-2	9	1	-4	-9
C=CCc1c(O)c(CC)cc2c(C)cc(=O)oc12	-13	-160	6	5.5	2	-15	.	-1	0	.
O=C(CN1CCCCCC1)Nc1ccc(S(=O)(=O)N2CCOCC2)cc1	0	-2	5	0.5	9	-7	26	0	3	-26
COc1ccccc1N1CCN(C(=O)c2cccc(S(=O)(=O)N3CCCCCC3)c2)CC1	-11	-7	-16	-0.4	1	-16	-11	-3	10	11
